# ARNT-TACC3 inh: disrupts binding between human ARNT and TACC3 | Q9Y6A5 | AlphaScreen His-ARNT PAS-B/GST-TACC3 binding, luminescence; TACC3 fragment carries E629A point mutation | inhibition, % at 9.99 µM | 390,000 tested, 0.66% active | AID 623870;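 active means mean inhibition of replicates at least 50% and at least half of replicates each reaching 50%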;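 further: 0% = complete ARNT plus TACC3 wells and 100% = ARNT alone without TACC3; many hits fall short of the cut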
# GSIS activator: primary screen for activators of insulin secretion dependent on glucose, INS-1E cells, GLuc reporter luminescence; INS-1E GLuc reporter insulin secretion, 2-3 h; activation, % at 16.6 µM; 370,000 tested, 0.61% active;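 active means lowest replicate activation of at least 40%, so every replicate reaches that level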;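 further: 0% = median of neutral control wells and 100% = median of IBMX positive control wells; some compounds called inactive have numbers as strong as hits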
# RAD54 branch: RAD54 (human) branch migration inhibition. Q92698. RAD54 Holliday junction branch migration, FAM/BHQ fluorescence. inhibition, % at 10.4 µM. 360,000 tested, 0.14% active. AID 602329;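 active means mean normalized replicate activity at least 40 and at least half of replicates scoring 40 or more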;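 further: 0% = median of neutral control wells and 100% = median of positive control wells; inhibitors cause a drop in the FAM fluorescence signal; in these data hits start at about 50%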
# Target sequence (Q92698 whole entry, looked up): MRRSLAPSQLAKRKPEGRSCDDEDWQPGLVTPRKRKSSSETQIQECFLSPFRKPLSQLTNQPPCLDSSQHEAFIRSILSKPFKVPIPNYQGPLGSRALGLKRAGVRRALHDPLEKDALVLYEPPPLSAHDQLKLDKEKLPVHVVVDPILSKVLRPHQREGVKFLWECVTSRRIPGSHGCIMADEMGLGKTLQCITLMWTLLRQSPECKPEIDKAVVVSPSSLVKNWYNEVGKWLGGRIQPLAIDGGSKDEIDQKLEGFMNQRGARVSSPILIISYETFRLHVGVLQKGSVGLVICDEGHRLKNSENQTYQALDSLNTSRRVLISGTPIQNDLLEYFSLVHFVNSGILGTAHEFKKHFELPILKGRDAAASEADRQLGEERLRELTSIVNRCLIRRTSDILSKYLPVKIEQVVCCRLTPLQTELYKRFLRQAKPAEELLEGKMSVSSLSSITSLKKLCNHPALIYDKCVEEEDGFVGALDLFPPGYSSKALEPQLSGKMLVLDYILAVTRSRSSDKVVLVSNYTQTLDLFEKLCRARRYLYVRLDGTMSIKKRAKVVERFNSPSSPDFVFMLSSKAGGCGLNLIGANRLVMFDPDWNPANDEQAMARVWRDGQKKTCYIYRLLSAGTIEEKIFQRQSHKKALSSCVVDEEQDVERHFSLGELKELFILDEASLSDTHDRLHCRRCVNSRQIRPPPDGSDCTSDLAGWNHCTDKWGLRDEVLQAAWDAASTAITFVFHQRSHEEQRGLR
# Active calls of the source: *. A portion of the library, so the mix of outcomes need not match the whole.
# Preview:
# Values in the order: ARNT-TACC3 inh, GSIS activator, RAD54 branch
- CCCCCn1c(SCCC(C)C)nc2c1c(=O)[nH]c(=O)n2C
 : -3, 40, -7
- CCn1c(SCC(=O)NCCc2ccccc2)nnc1-c1cccs1
 : 0, -2, -6
- Cc1ccccc1CN1CCN(CC2CC3C=CC2C3)CC1 (stereo unspecified)
 : -1, 16, 5
- COc1cc(/C=c2\sc3nc(=O)c(-c4ccccc4)nn3c2=O)ccc1OCCC(C)C
 : -3, -3, 1
- Cc1ccc([N+](=O)[O-])cc1N(CC(=O)Nc1ccc(S(=O)(=O)Nc2cccc(C(F)(F)F)c2)cc1)S(C)(=O)=O
 : 0, -41, 6
- COc1ccccc1C1(CCNS(=O)(=O)c2ccc(C)cc2)CCOC(C(C)C)C1 (stereo unspecified)
 : 6, -12, 3
- C(=N\N1CCN(Cc2ccccc2)CC1)/c1cccnc1
 : 1, 3, -6
- Cc1ccccc1C1CC(=O)NC2=C1C(=O)CCC2 (stereo unspecified)
 : 23, 10, -8
- Cc1ccc(C(=O)Nc2ccc3nccnc3c2)cc1
 : 17, 10, 9
- COc1cc(NC(=O)C2CCCCC2)c2ncccc2c1
 : 1, 32, -3
- CC(=O)c1ccc(NS(=O)(=O)c2ccc3ccccc3c2)cc1
 : 2, 12, -2
- CSCCC(NC(=O)COc1ccccc1)C(=O)OCC(=O)c1cc2ccccc2o1 (stereo unspecified)
 : 3, -2, 0
- Cc1ccc(C)c(NC(=O)CN(C)C(=O)[C@@H](NC(=O)c2ccc(C(C)(C)C)cc2)C(C)C)c1
 : -3, -33, 1
- O=C(CCNS(=O)(=O)c1cccc2nonc12)N1CCN(c2cccc(Cl)c2)CC1
 : 1, -13, 0
- Cc1cccc(C)c1OCC(=O)N=Nc1c(O)[nH]c2ccc(Br)cc12
 : -2, 51*, -7
- O=C(CSc1nnc2sc3ccccc3n12)NCc1ccco1
 : -3, 6, 4

# Main list (from the top)
# Values in the order: ARNT-TACC3 inh, GSIS activator, RAD54 branch
- CCCCCn1c(SCCC(C)C)nc2c1c(=O)[nH]c(=O)n2C
 : -3, 40, -7
- CCn1c(SCC(=O)NCCc2ccccc2)nnc1-c1cccs1
 : 0, -2, -6
- Cc1ccccc1CN1CCN(CC2CC3C=CC2C3)CC1 (stereo unspecified)
 : -1, 16, 5
- COc1cc(/C=c2\sc3nc(=O)c(-c4ccccc4)nn3c2=O)ccc1OCCC(C)C
 : -3, -3, 1
- Cc1ccc([N+](=O)[O-])cc1N(CC(=O)Nc1ccc(S(=O)(=O)Nc2cccc(C(F)(F)F)c2)cc1)S(C)(=O)=O
 : 0, -41, 6
- COc1ccccc1C1(CCNS(=O)(=O)c2ccc(C)cc2)CCOC(C(C)C)C1 (stereo unspecified)
 : 6, -12, 3
- C(=N\N1CCN(Cc2ccccc2)CC1)/c1cccnc1
 : 1, 3, -6
- Cc1ccccc1C1CC(=O)NC2=C1C(=O)CCC2 (stereo unspecified)
 : 23, 10, -8
- Cc1ccc(C(=O)Nc2ccc3nccnc3c2)cc1
 : 17, 10, 9
- COc1cc(NC(=O)C2CCCCC2)c2ncccc2c1
 : 1, 32, -3
- CC(=O)c1ccc(NS(=O)(=O)c2ccc3ccccc3c2)cc1
 : 2, 12, -2
- CSCCC(NC(=O)COc1ccccc1)C(=O)OCC(=O)c1cc2ccccc2o1 (stereo unspecified)
 : 3, -2, 0
- Cc1ccc(C)c(NC(=O)CN(C)C(=O)[C@@H](NC(=O)c2ccc(C(C)(C)C)cc2)C(C)C)c1
 : -3, -33, 1
- O=C(CCNS(=O)(=O)c1cccc2nonc12)N1CCN(c2cccc(Cl)c2)CC1
 : 1, -13, 0
- Cc1cccc(C)c1OCC(=O)N=Nc1c(O)[nH]c2ccc(Br)cc12
 : -2, 51*, -7
- O=C(CSc1nnc2sc3ccccc3n12)NCc1ccco1
 : -3, 6, 4
- Cc1cccc(N(C(=O)CNC(=O)c2ccco2)C(C(=O)NC2CCCC2)c2ccncc2)c1 (stereo unspecified)
 : -2, 13, -1
- CCOc1ccc(-n2c(SCC)nc3c(c2=O)SCC3)cc1
 : -2, 21, 0
- CNC(=O)CC1C(=O)N(C)C(=S)N1NC(=O)c1ccc(Cl)cc1 (stereo unspecified)
 : -3, 3, 11
- CCC1(C(=O)c2ccccc2)C2c3cc(Br)ccc3OC(=O)C21C(=O)N1CCOCC1 (stereo unspecified)
 : 0, -5, -1
- CCOc1nc(Nc2ccc(OC)c(Cl)c2)nc(N2CCN(c3ccc(OC)cc3)CC2)n1
 : 5, -25, -2
- CCN1C(=O)/C(=C\c2ccncc2)SC1=Nc1ccc(C)c(C)c1
 : 14, 7, 2
- COCCNC(=S)N/N=C(\C)c1ccc(-n2ccnc2)cc1
 : 10, 25, -6
- COc1ccc(NS(=O)(=O)c2ccc(NC(=O)c3ccc(N(C)S(C)(=O)=O)cc3)cc2)cc1
 : -4, -33, 1
- Clc1ccccc1CO/N=C1\CCCc2nonc21
 : -1, -16, -3
- CC(CC(=O)NC(C)c1ccc2c(c1)OCCO2)c1ccccc1 (stereo unspecified)
 : -1, -24, 5
- CN(C)CCNc1c2c(c(C#N)c3nc4ccccc4n13)CCCC2
 : -1, 7, 1
- O=[N+]([O-])c1cc(S(=O)(=O)NCCCN2CCOCC2)ccc1Cl
 : 20, 6, -3
- CC(C)NC(=O)c1ccc(-c2ccc(Cl)c(C(F)(F)F)c2)o1
 : -6, -10, -5
- Cc1ccc2c(Cl)c(C(=O)NCC3CCCO3)sc2c1 (stereo unspecified)
 : 5, -3, -6
- COc1cccc(-n2nnc3c(=O)n(Cc4ccc(C)cc4)cnc32)c1
 : -6, -6, 2
- COc1ccc(C=C(c2nc3ccccc3s2)c2nc3ccccc3s2)cc1O
 : 0, -34, -1
- CCN(CC)c1ccc(N2C(=O)/C(=C/c3cccnc3)SC2=S)cc1
 : -7, 31, 0
- CCN(CC(=O)NC(=O)NCc1ccco1)Cc1nc2ccccc2c(=O)[nH]1
 : 6, -1, -4
- CCC(=O)Nc1ccccc1C(=O)N1CCOCC1
 : -9, 4, 5
- CCCC(=O)Nc1nc2nc(-c3ccccc3)cc(=O)n2[nH]1
 : 15, 19, 5
- Cc1ccc(C(=O)N2CCN(C(=O)N3CCOCC3)CC2)cc1
 : -1, -14, -4
- S=C(Nc1ccc(Cl)cc1)c1sc(N2CCCCC2)nc1N1CCOCC1
 : 3, -33, 5
- CCOCCn1c(=NC(=O)c2cc3ccccc3oc2=O)sc2cc(S(N)(=O)=O)ccc21
 : -7, 5, 12
- Cc1ccccc1Cn1cnc2c(cnn2C(C)(C)C)c1=O
 : -4, 1, -1
- CCOc1ccccc1CNC(=O)CCNC(=O)Cn1ccc2ccccc2c1=O
 : 20, 7, 0
- Cc1ccc(NC(=O)C2CCN(S(=O)(=O)c3cnc[nH]3)CC2)cc1C
 : -3, -5, -5
- CC(=O)/C(=N\Nc1ccccc1)Sc1cccc2cccnc12
 : 2, -1, 1
- O=C(C/C(=N/O)c1ccccc1O)C(F)F
 : -4, 13, -10
- Cc1cccc(-n2ccnc2SCC(=O)Nc2nccs2)c1
 : 2, 12, 13
- O=C(NC(=S)N1CCN(C(c2ccccc2)c2ccccc2)CC1)c1ccc(S(=O)(=O)N2CCOCC2)cc1
 : -3, -26, 3
- CC(C)CC(NC(=O)C1CCC(C)CC1)C(=O)Nc1ccccn1 (stereo unspecified)
 : -9, 12, 2
- O=C(N/N=C/c1cccc(OC(=O)c2ccco2)c1)c1ccc(F)cc1
 : -1, -4, 3
- COc1ccc(/C=C2\SC(=O)N(CCNC(=O)C3CCN(S(=O)(=O)c4cccs4)CC3)C2=O)cc1
 : -4, 9, -3
- O=C(CSc1nnc(-c2cccs2)n1-c1ccccc1)NCC1CCCO1 (stereo unspecified)
 : -3, 6, -3
- COc1ccccc1OCCCCN1CCN(C(c2ccccc2)c2ccccc2)CC1
 : 5, -14, 0
- CCOc1ccccc1Nc1nnc(SCC(=O)Nc2cc(C)on2)s1
 : -2, -2, 2
- COc1ccc(C(=O)Nc2ccc(OCC(F)(F)C(F)F)c(C(F)(F)F)c2)cc1OC
 : -7, -13, 4
- c1ccc(N2CCN(c3nnc(Cc4cccnc4)c4ccccc34)CC2)nc1
 : 23, -8, 2
- COC(=O)c1nn(-c2ccc3c(c2)CCN3C(C)=O)cc1O
 : 11, 2, -4
- CS(=O)(=O)Nc1ccccc1C(=O)N1CCCC1
 : -4, 10, -2
- Cc1onc(-c2ccccc2Cl)c1C(=O)OCC(=O)Nc1ccc2c(c1)OCO2
 : 8, -30, 5
- COc1ccc(C(=O)NNC(=O)c2cc3cc([N+](=O)[O-])ccc3oc2=O)cc1OC
 : 3, -1, 0
- CCCCN1C(=O)CN(CCc2ccccc2)C(=O)C1c1ccc(OC)cc1 (stereo unspecified)
 : -2, 5, -6
- FC(F)(F)c1cc(-c2ccco2)nc(-n2cnc3ccccc32)n1
 : -11, 14, 9

# Next section:
# Values in the order: ARNT-TACC3 inh, GSIS activator, RAD54 branch
- COc1ccc(CCNS(=O)(=O)c2ccc(Cl)s2)cc1OC
 : 0, 41*, -15
- O=C(NNC(=S)Nc1ccccc1)c1cccs1
 : 3, 17, 4
- Cc1ccc(OCCN2CCN(c3nc(NCc4ccco4)c4ccccc4n3)CC2)cc1
 : 10, -22, -2
- Cc1ccc(C(=O)NC(=C(Cl)Cl)S(=O)(=O)c2ccc(C)cc2)cc1
 : -2, -2, -4
- CCNC(=O)NC(=O)CSc1ccccc1F
 : 19, 14, -4
- COc1cccc(-c2nc3cc(C)ccc3o2)c1
 : -12, 3, -4
- COC(=O)Nc1ccc2c(c1)OCO2
 : 2, 14, 8
- CCn1c(=S)sc2c(=O)n(-c3ccccc3)c(SC)nc21
 : -3, -25, -2
- Cc1ccc(C)c(SCC(=O)NC(=O)NCc2ccccc2)c1
 : 16, 2, -2
- Cc1ccc(C(=O)OCC(=O)c2ccc(Cl)s2)s1
 : -5, -10, -4
- CC1CN(c2nc3c(c(=O)n(Cc4ccc(Cl)c(Cl)c4)c(=O)n3C)n2C)CC(C)O1 (stereo unspecified)
 : 5, -18, 2
- COc1ccc([N+](=O)[O-])cc1/C=N/NC(=O)CNC(=O)C(c1ccccc1)c1ccccc1
 : -10, -34, 2
- Cc1cc(N(CCO)CCO)ccc1C(c1ccc(N(CCO)CCO)cc1C)c1ccccc1Cl
 : 7, -17, 0
- O=C(CN1C(=O)CSC1=O)NCc1ccccc1
 : -6, -8, 5
- Cc1ccc(CN(C#N)c2nc(C)cc(C)n2)cc1
 : -4, 11, -11

# Not a retest: 2 of the compounds above.
# Values in the order: ARNT-TACC3 inh, GSIS activator, RAD54 branch
- CCOc1nc(Nc2ccc(OC)c(Cl)c2)nc(N2CCN(c3ccc(OC)cc3)CC2)n1
 : 5, -25, -2
- CCN1C(=O)/C(=C\c2ccncc2)SC1=Nc1ccc(C)c(C)c1
 : 14, 7, 2

# Later entries.
# Values in the order: ARNT-TACC3 inh, GSIS activator, RAD54 branch
- CCc1nnc(NC(=O)CSc2nccn2-c2ccccc2)s1
 : -8, -1, 1
- COC(=O)c1sccc1NC(=S)N1CCN(c2ccccc2)CC1
 : -1, -11, -14
- CC(C)[C@H](NS(=O)(=O)c1ccc2c(c1)OCCO2)C(=O)OCC(=O)Nc1ccccc1
 : 5, -6, -5
- COc1ccc(NC(=O)CC2C(=O)N(c3ccc(F)cc3)C(=S)N2NC(=O)c2ccc(Cl)cc2)cc1 (stereo unspecified)
 : 23, -24, -1
- CC(C)n1c(NCc2c[nH]c3ccccc23)nc2ccccc21
 : 9, -28, -1
- CC(=O)c1cccc(NC(=S)NC(=O)c2ccc(Br)cc2)c1
 : -3, 13, -23
- O=C(CCC(=O)N/N=C/c1ccccc1O)NCc1ccccc1
 : -10, -7, 6
- C=C(C)CSc1ncc(-c2cccc(C(F)(F)F)c2)cn1
 : -16, -21, 7
- O=C(CSc1nnc(-c2ccco2)n1CC1CCCO1)NC1CCCC1 (stereo unspecified)
 : -12, 11, 0
- c1ccc(-n2cnnc2SCc2cn3ccsc3n2)cc1
 : 5, 16, 1
- CCOC(=O)/C(=C\C=C\c1ccccc1)NC(=O)c1ccccc1
 : 13, -17, -7
- Cc1nc2ccc(Cl)cc2c(-c2ccccc2Cl)c1CC(=O)O
 : 7, 7, -1
- CN(C)S(=O)(=O)c1cc(NC(=O)COC(=O)Cc2ccc(Br)cc2)ccc1Cl
 : 1, -30, -11
- COc1ccc(NC(=O)COC(=O)/C=C/c2ccccc2[N+](=O)[O-])cc1
 : -7, 16, 2
- CCOCCCNC(=S)Nc1ccc2nc(N3CCCC3)cc(C)c2c1
 : -3, 6, 60*
- CN(C(=O)COc1ccccc1C(=O)NCCc1ccccc1)c1ccccc1
 : 1, 14, -2
- COC(=O)c1cc(OC)c(OC)cc1NC(=S)Nc1cccc(Cl)c1
 : 0, 3, -12
- COc1cccc(/C=N/NC(=O)c2cccc([N+](=O)[O-])c2)c1OS(=O)(=O)c1ccc(C)cc1
 : 4, 17, 0
- O=C(Cc1ccccc1)Nc1c[nH]c(=O)[nH]c1=O
 : -3, 9, 0
- COC(=O)Nc1sccc1C(=O)Nc1sccc1C(=O)OC
 : -6, 18, 2
- CN1CCC(N(C)C(=S)Nc2ccc(SC(F)F)cc2)CC1
 : 0, 1, -2
- Cc1ccc(CNC(N)=S)cc1
 : 23, 43, 0
